Bioassay records as filed in PubChem BioAssay.
CHRM1 antagonist: blocks human M1 muscarinic receptor; inhibition, % at 3 µM; P11229; CHO-K1 hM1, Fluo-8 calcium fluorescence, ACh EC80 antagonist; 360,000 tested, 1.3% active;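 active means percent inhibition above its own plate's cutoff, namely the mean of that plate's compound wells plus 3 SD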;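 further: peak over basal fluorescence ratio during 140 s after agonist addition; 0% = ACh EC80 plus DMSO and 100% = DMSO alone without agonist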
Target sequence (P11229 whole entry, looked up): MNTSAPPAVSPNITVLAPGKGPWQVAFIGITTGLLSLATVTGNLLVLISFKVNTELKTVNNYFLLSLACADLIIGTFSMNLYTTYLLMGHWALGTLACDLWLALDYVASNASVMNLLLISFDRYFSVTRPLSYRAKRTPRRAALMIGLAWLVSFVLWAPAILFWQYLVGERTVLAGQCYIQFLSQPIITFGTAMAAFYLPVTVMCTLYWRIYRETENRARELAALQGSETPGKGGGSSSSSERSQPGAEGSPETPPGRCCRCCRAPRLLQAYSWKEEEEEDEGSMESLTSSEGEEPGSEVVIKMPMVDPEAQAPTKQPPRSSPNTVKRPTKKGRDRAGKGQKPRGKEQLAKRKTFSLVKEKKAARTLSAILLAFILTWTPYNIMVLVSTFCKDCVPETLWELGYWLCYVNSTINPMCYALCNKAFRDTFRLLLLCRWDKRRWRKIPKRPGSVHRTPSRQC
CHO-K1 Ca ag: nonselective activator or artifact in parental CHO-K1 cells. Fluo-8 calcium fluorescence; scaled to maximal ATP response, vehicle zero. activation, % at 3 µM. 360,000 tested, 0.48% active; in the data active means activation above about 15%;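 further: untransfected CHO-K1 host cells lacking M1 receptor as counterscreen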
CHO-K1 Ca antag: counter-screen for M1 antagonists: effect in parental CHO-K1 cells; ATP-induced calcium, Fluo-8 fluorescence; 360,000 tested, 0.6% active; inhibition, % at 3 µM;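 active means inhibition above a per-plate cutoff, the plate's mean sample inhibition plus 3 SD, cut at about 24% in these data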;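 further: 0% = DMSO plus EC80 ATP and 100% = DMSO alone without ATP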
OXTR potentiator: potentiators of human oxytocin receptor; P30559; CHO-OTR cells, Fluo-8 calcium fluorescence, potentiator mode; 0% = oxytocin EC15, 100% = EC100; activation, % at 3 µM; 320,000 tested, 0.061% active;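 active means activation above that plate's cutoff, the mean activation of tested compounds plus 3 SD, cut at about 6.6% in these data, passing the limit was not always enough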;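 further: 100% uses oxytocin at 75 nM as the full agonist control; some results filed as inactive read as strong as hits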
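Dosing: Single dose, 3.0 µM nominal final compound concentration | Material: Human OTR in CHO cells | Technique: Kinetic Fluo-8 calcium fluorescence | Benchmarks: EC15 oxytocin alone as 0%, 75 nM oxytocin as 100% | Probe or stimulus: Oxytocin at about EC15, sub-maximal agonist stimulus | Incubation: Compound 6 min at room temperature before oxytocin, 100 s read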
M1 ag: activates human CHRM1 receptor. P11229. CHO-K1 hM1, Fluo-8 calcium fluorescence, agonist mode; 0% DMSO, 100% acetylcholine EC100. activation, % at 3 µM. 360,000 tested, 0.33% active. AID 588814;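 active means activation above the run's mean compound activation plus 3 SD, cut at about 16% in these data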;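 further: peak over basal fluorescence ratio within a 140 s kinetic read after compound addition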
CHRM4 agonist: agonists of human muscarinic M4 receptor (CHRM4); CHO-K1 hM4/Gqi5, Fluo-8 calcium fluorescence; vehicle 0%, full acetylcholine response 100%; activation, % at 3 µM; 360,000 tested, 0.14% active; P08173;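 active means activation above the run mean over all test wells plus 3 SD, cut at about 32% in these data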;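 further: peak over basal fluorescence ratio per well then scaled between controls; 0% = DMSO wells and 100% = acetylcholine at EC100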
Target sequence (P08173 whole entry, looked up): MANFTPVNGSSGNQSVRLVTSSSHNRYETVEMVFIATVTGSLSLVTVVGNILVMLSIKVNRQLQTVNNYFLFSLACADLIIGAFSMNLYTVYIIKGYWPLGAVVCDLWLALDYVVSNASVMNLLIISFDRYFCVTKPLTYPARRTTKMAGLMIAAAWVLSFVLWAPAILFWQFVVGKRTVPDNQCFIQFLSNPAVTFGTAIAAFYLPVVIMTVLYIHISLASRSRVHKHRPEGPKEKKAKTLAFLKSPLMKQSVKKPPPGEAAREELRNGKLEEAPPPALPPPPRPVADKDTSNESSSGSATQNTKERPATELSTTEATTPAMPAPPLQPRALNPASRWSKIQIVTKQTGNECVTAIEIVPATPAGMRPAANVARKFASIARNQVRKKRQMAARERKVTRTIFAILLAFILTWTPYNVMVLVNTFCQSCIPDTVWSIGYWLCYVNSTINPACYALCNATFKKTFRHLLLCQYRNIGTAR
CHO parental Ca: counter-screen: ATP calcium response change in parental CHO cells | parental CHO-K1, ATP-induced calcium, Fluo-8 fluorescence | 330,000 tested, 0.63% active | inhibition, % at 5.6 µM;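 active means inhibition above that plate's mean sample inhibition plus 3 SD, cut at about 26% in these data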;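 further: 0% = ATP-challenged DMSO wells and 100% = DMSO wells without ATP; some compounds past the cut are filed as inactive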
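Assay system – parental CHO cells · Reagent – ATP stimulus · Detection – intracellular calcium via Fluo-8 no-wash fluorescent dye · Evaluation – percent inhibition of ATP-evoked calcium rise, normalized to controls · Controls – ATP wells versus no-ATP DMSO wells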
CHRM4 antagonist: antagonists of human muscarinic M4 receptor (CHRM4) | CHO-hM4 cells, ACh EC80, Fluo-8 calcium fluorescence | inhibition, % at 3 µM | 360,000 tested, 0.73% active;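 active means inhibition above its plate's cutoff, the mean inhibition of sample wells plus 3 SD, cut at about 27% in these data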;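 further: 0% = acetylcholine EC80 with DMSO and 100% = DMSO without agonist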
CHRM1 PAM: potentiates human M1 receptor response to acetylcholine; P11229; CHO-K1 hM1, Fluo-8 calcium fluorescence, ACh EC20; 0% = ACh EC20, 100% = maximal ACh; activation, % at 3 µM; 360,000 tested, 0.088% active; AID 588819; in the data active means activation above about 19%, passing the limit was not always enough
* = called active by the depositor; · = no result given.

SMILES	CHRM1 antagonist	CHO-K1 Ca ag	CHO-K1 Ca antag	OXTR potentiator	M1 ag	CHRM4 agonist	CHO parental Ca	CHRM4 antagonist	CHRM1 PAM
O=C(c1cc(-c2cccc(Cl)c2)on1)N1CCCC1	-15.6	-0.5	-30.5	-9.1	-3.5	-0.1	0.9	1.7	11.6
Cc1ccc(C2(c3ccccc3)NC(=O)N(CC(=O)NCc3ccco3)C2=O)cc1C (stereo not drawn)	-3.0	-0.6	-8.3	-8.3	-8.2	-0.7	-25.4	-1.2	3.6
N#CCCCSc1nnc(-c2ccccn2)o1	-8.0	0.4	-3.4	-7.7	-3.3	0.8	-5.5	-5.9	11.5
Cc1ccc(Oc2ccccc2NC(=O)C2=COCCO2)cc1	-0.7	-0.6	2.6	-3.8	3.8	-1.7	-25.6	-8.5	14.5
O=C(c1ccccc1)N1CCc2ccccc21	-8.9	-0.6	-2.4	1.6	-6.0	-3.4	-13.3	-11.6	1.1
C=CC[C@@H](CC(=O)N[C@@H](CO)Cc1ccccc1)C(=O)N[C@@H](COC(=O)[C@@H](CC=C)Cc1ccc(F)cc1)Cc1ccccc1	-4.2	0.3	-19.7	-7.5	-5.4	1.8	-16.6	-3.5	5.5
CC(C)(C)c1ccc(C(=O)N2CCC(NC(=O)c3ccccc3)CC2)cc1	-20.3	3.4	-15.6	-18.1	-0.4	5.2	-9.0	-6.3	16.4
CCN1CCN(CCNC(=O)c2ccc(CS(=O)c3ccc(Cl)cc3)o2)CC1 (stereo not drawn)	24.0	7.8	9.8	-7.2	-4.1	0.5	-1.5	1.7	-9.4
COc1ccc(/C=N/NC(=O)c2ccccc2O)cc1COc1ccccn1	-16.4	0.2	-20.0	-0.4	-0.3	0.1	-1.2	-2.7	6.1
Cc1nnc(SCc2ccccc2CSc2nnc(C)s2)s1	5.4	6.8	1.8	0.1	-3.3	11.5	-13.8	5.0	-1.9
CCOc1ccc(N2C(=O)C(c3ccccc3)=C(c3nc4ccccc4s3)C2NC(C)=O)cc1 (stereo not drawn)	1.9	0.4	3.1	-2.4	-3.4	0.6	-7.5	4.6	0.1
CC(=O)Nc1cc(C(=O)NCc2ccco2)ccc1Sc1ccc(Cl)cc1	-12.5	0.7	-9.1	-3.2	-8.1	2.5	-8.6	-2.2	8.3
CC1Cc2ccccc2N1C(=O)CSc1nnc2n1C(C)(C)Cc1ccccc1-2 (stereo not drawn)	16.1	2.8	0.6	-4.0	-2.3	8.2	-33.0	-7.2	-5.0
N#Cc1cccc(NC(=O)CSc2sc3c(O)cc(=O)[nH]c3c2C#N)c1	-0.9	0.2	-2.6	1.5	-3.7	0.9	4.7	12.5	2.3
COc1ccccc1CNC(=S)Nc1cc(C)ccc1C	-0.9	-0.4	0.0	-15.4	-13.2	-0.3	-16.0	-7.1	7.4
CN1CCCN(Cc2ccc(Cl)cc2Cl)CC1	12.2	0.7	-7.9	-1.3	-8.8	1.5	-10.9	0.5	-13.0
O=C1CSC(c2ccncc2)N1Cc1ccc(F)cc1 (stereo not drawn)	-16.5	0.3	-1.8	-3.9	-0.5	0.5	-6.5	-3.3	8.4
CCCCCCC(=O)Nc1nnc(CC)s1	-6.2	0.9	-6.8	-2.7	-2.7	-0.8	-1.4	-5.9	8.9
CCOc1cc(NC(=O)c2cccs2)c(OCC)cc1NC(=O)c1ccccn1	-5.4	0.1	-18.5	2.6	-9.0	0.3	-14.4	-6.2	4.7
Cc1onc(-c2ccccc2)c1C(=O)OCC(=O)Nc1ccc(Cl)cc1	-1.3	0.3	6.0	-12.3	-5.5	3.8	-15.3	6.8	1.6
COc1ccc(S(=O)(=O)N(C)C[C@@H]2Oc3cc(Br)ccc3S(=O)(=O)N([C@H](C)CO)C[C@@H]2C)cc1	-7.7	5.3	-1.6	·	1.6	17.4	·	-11.6	3.3
Cc1c(S(=O)(=O)c2ccccn2)c(N)n(Cc2cccc(Cl)c2)c1C	-24.9	0.8	-7.2	·	-7.2	1.2	·	4.3	18.3
CC(C)(C)c1ccc(OCC(=O)NNC(=S)NC(=O)c2ccccc2[N+](=O)[O-])c(Br)c1	5.7	0.6	13.4	-5.9	-5.1	-0.8	2.3	8.8	-4.7
COc1ccc([N+](=O)[O-])cc1NC(=O)CCN1CCN(c2ccccc2)CC1	8.9	5.0	-3.5	-9.2	-8.7	10.1	-3.6	21.3	-4.9
O=C(CNC(=O)c1ccc(C(F)(F)F)cc1)NC1CC1	-6.4	0.0	2.8	-1.6	-2.5	-0.3	-5.7	8.6	2.5
SMILES	CHRM1 antagonist	CHO-K1 Ca ag	CHO-K1 Ca antag	OXTR potentiator	M1 ag	CHRM4 agonist	CHO parental Ca	CHRM4 antagonist	CHRM1 PAM
CC(=O)Nc1ccc2oc(C)nc2c1	5.3	1.7	3.5	-7.3	-9.1	1.2	-10.7	6.7	5.8
COc1nc(-c2cnccn2)sc1C	-2.2	-0.1	14.6	-1.8	-4.2	0.0	-7.7	5.7	4.3
Cc1cccc(-n2ccnc2SCC(=O)Nc2nccs2)c1	-6.8	0.6	-9.5	-11.4	-1.6	0.7	-9.6	-2.1	4.4
CC(C)(C)OC(=O)N(Cc1ccccc1)Cc1ccc(OCc2cccc(NC(=O)c3ccccc3)c2)cc1	-4.7	1.4	-8.9	·	-2.5	1.4	·	-6.1	2.2
Cc1nnc(NC(=O)CCSCCC(=O)Nc2nnc(C)s2)s1	-8.0	0.2	-17.1	-7.5	-8.1	0.8	2.1	-5.7	11.6
O=C(CCCc1nc(-c2ccccc2)no1)NC1CCCC1	0.7	7.3	-17.0	-4.5	-2.3	5.0	-3.7	15.5	1.8
COc1ccc(C(=O)NCC2(N3CCCCC3)CCCCC2)cc1S(=O)(=O)N(C)C	-7.1	1.6	-16.2	1.2	-11.4	0.1	-9.5	-5.0	5.3
Cc1cccc2c1cnn2C(=O)Nc1ccc(Br)cc1F	-4.3	0.3	-0.4	-3.7	-3.6	1.4	5.6	-0.1	2.5
CCN(CCn1cccn1)Cc1nc(-c2ccc(OC)cc2)no1	-1.6	0.6	-12.6	10.0	-3.7	2.3	-18.6	-22.5	0.1
CCn1c(-c2ccc(C)cc2)n[nH]c1=S	6.6	1.2	-4.6	-4.9	-5.2	1.2	-1.0	3.0	-1.6
Cc1ccc(CSCC(=O)NCCCN2CCOCC2)cc1	-12.3	-0.1	-10.1	-3.6	-7.8	0.3	0.1	-0.9	8.4
CC(NC(=O)c1ccccc1NC(=O)CN1CCN(c2ccccc2O)CC1)c1ccccc1 (stereo not drawn)	12.9	4.4	-20.5	-3.5	2.2	13.3	-28.2	5.8	-5.4
CCOc1ccc(OCC(=O)OCC(=O)N2CCN(S(=O)(=O)c3ccc(C)cc3C)CC2)cc1	-10.8	0.1	-11.6	·	-0.3	2.1	·	7.5	13.3
CC1Cc2ccccc2N1S(=O)(=O)c1cccc(C(=O)N2CC(=O)Nc3ccccc32)c1 (stereo not drawn)	-18.7	1.0	2.6	-9.2	-2.9	2.3	-6.6	11.3	12.5
Cc1ccc(Nc2cc(C)nc3c(C)ccc([N+](=O)[O-])c23)cc1	3.3	-0.9	-3.0	-14.3	-9.4	-2.4	-48.9	-12.4	1.1
COC(=O)c1ccc(NC(=O)c2c(Br)cnn2C)cc1	1.7	5.4	-3.5	-11.0	-3.1	13.8	-10.9	10.7	0.6
CCc1noc(C)c1C(=O)Nc1nnc(C(CC)CC)s1	-6.0	0.0	-14.5	-2.8	0.4	0.9	-15.2	-10.5	14.3
COc1ccc(NC(=O)CN(C)C(=O)CSc2nc3ccccc3s2)cc1	2.8	0.6	21.6	-1.0	-5.0	1.7	-23.2	-4.7	-3.4
CC(C)(C)NC(=O)NC(=O)COC(=O)CNC(=O)c1cc(Cl)cc([N+](=O)[O-])c1	-6.6	0.6	-12.9	-12.1	-0.6	4.7	-10.0	2.6	6.0
CCO/C=C1\N=C(c2ccc(F)cc2)OC1=O	-6.7	0.8	-14.2	0.7	3.1	-0.2	-2.8	1.8	12.6
COc1cccc(/C=N/NC(=O)c2ccncc2)c1OC(=O)c1ccc(Br)cc1	16.1	6.9	-10.6	-8.9	1.3	13.5	-33.8	-5.0	-11.0
O=[N+]([O-])c1ccc2nc[nH]c2c1	-5.2	0.9	-9.4	·	10.5	1.9	·	-11.6	18.4
O=[N+]([O-])c1cccc(C(=Nc2cccc(Cl)c2)NO)c1	-2.1	0.1	-3.0	1.2	-2.9	-0.1	-3.2	0.6	6.3
CC(OC(=O)c1ccc(O)cc1)C(=O)Nc1cc(C(F)(F)F)ccc1Cl (stereo not drawn)	-11.2	4.7	-13.3	-6.7	-2.9	8.7	9.0	8.7	-3.8
Cc1ccc(-n2c(CNc3cccc(Cl)c3)n[nH]c2=S)cc1	-0.5	3.4	-14.4	-10.6	-4.9	1.4	-2.9	-4.0	7.1
SMILES	CHRM1 antagonist	CHO-K1 Ca ag	CHO-K1 Ca antag	OXTR potentiator	M1 ag	CHRM4 agonist	CHO parental Ca	CHRM4 antagonist	CHRM1 PAM
COc1cccc(N(C(=O)CNC(=O)c2ccco2)C(C(=O)NC2CCCC2)c2cccnc2)c1 (stereo not drawn)	-15.2	0.6	-9.8	2.1	-3.1	0.8	-6.8	-9.1	8.1
Clc1ccc(-c2cccc3nccn23)c(Cl)c1	-22.8	0.5	-5.1	·	-4.8	1.1	·	1.2	5.2
CCC(=O)Nc1nc2ccc(NC(=O)COc3ccccc3)cc2s1	2.3	0.6	-5.2	-11.2	-0.8	1.4	0.0	4.5	2.6
O=S(=O)(NCc1ccc2c(c1)OCO2)c1cccc2cccnc12	-7.5	0.6	-7.1	-4.3	-4.1	1.9	-1.7	-6.0	5.7
O=C(O)C(Cc1ccccc1)n1c(=S)[nH]c2ccccc2c1=O (stereo not drawn)	-7.5	1.4	-7.5	-14.1	-2.9	1.2	-8.3	-18.6	6.6
CC1CCCCN1C(=O)Cn1c(=O)oc2cc(S(=O)(=O)N3CCCC3)ccc21 (stereo not drawn)	-6.3	-0.2	13.9	-5.5	-8.2	0.7	2.3	-4.0	8.8
COc1ccc(COC(=O)c2ccc(Br)c(S(=O)(=O)N3CCOCC3)c2)cc1F	-1.4	1.2	-2.6	-2.1	-2.8	11.1	11.2	-0.1	-0.2
CCOC(=O)c1c(S(=O)(=O)N2CCCCC2C)c(C)n(C)c1C (stereo not drawn)	-7.0	1.0	-12.9	-0.7	-4.0	0.7	8.1	2.4	5.2
CC(C)C[C@@H]1CC2=C(C(=O)OC(C)(C)O2)[C@H](c2ccc(Cl)cc2)O1	·	-0.4	2.8	·	·	-3.3	·	-2.7	·
O=C(Nc1ccccc1)OCc1cc(-c2ccc(Cl)cc2)on1	-2.5	1.0	-1.4	-12.1	-4.9	-0.7	-7.6	11.0	-4.8
CCCCc1ccc(S(=O)(=O)NCCc2ccncc2)cc1	1.8	4.3	1.4	-21.5	0.8	4.1	19.3	6.6	-14.5
